# IL1B NFkB pot: enhances IL-1B driven NFkB nuclear translocation; HUVEC IL-1B NFkB p65 nuclear translocation imaging; activation, % at 2 µM; actives 0.3% (n = 94,000);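 active = activation above 40%, about the mean plus 3 SD, also judged a hit on visual image review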;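 note: percent activation is computed from the nuclear over cytoplasmic p65 intensity ratio; values of inactives mirror those of a sister screen read the other way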
# MRP reversal: compounds reversing MRP-mediated drug resistance; actives 0.04% (n = 85,000); AID 602; differential viability (reversal), % at 10 µM; H69AR cells + 2 uM doxorubicin, CellTiter-Glo, 72 h;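 active = viability drop by adding the cancer drug above about 55%, with treated viability meeting a 40% cutoff, limit read from the data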;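 note: viability without doxorubicin minus viability with 2 µM doxorubicin for each compound; larger differential means the compound sensitizes cells more to doxorubicin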
# Bcl-B TR3 displacers: displacers of TR3 peptide from Bcl-B, primary screen, selectivity assay for Bfl-1 inhibitor project, biochemical, fluorescence polarization; FP displacement of FITC-TR3 peptide from Bcl-B; higher % means a stronger effect; displacement, % at 20 µM, or IC50 in µM where a hit was titrated; actives 0.11% (n = 96,000);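 active = displacement above 50% at 20 µM plus a fluorescence interference ratio under 1.5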;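 note: plate controls were wells without compound for no effect and wells lacking Bcl-B protein for full effect; a part of the inactive calls stands beside numbers as strong as those of hits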
# IL1B NFkB inh: blocks IL-1B driven NFkB nuclear translocation in HUVEC cells; HUVEC IL-1B NFkB p65 nuclear translocation imaging; inhibition, % at 2 µM; actives 0.43% (n = 94,000);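 active = inhibition above about 30% together with a positive call from visual inspection of the well image, limit read from the data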;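 note: nuclear over cytoplasmic p65 intensity ratio measured by imaging; 0% = IL-1B stimulated DMSO wells and 100% = unstimulated DMSO wells; values of inactives mirror those of a sister screen read the other way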
# PLAP inhibition: PLAP enzyme inhibitors, biochemical, luminescence, HTS (AID 690). purified PLAP, luminescent substrate; higher % means a stronger effect. one-dose inhibition, % at 20 µM; IC50 in µM for titrated hits. actives 0.08% (n = 96,000); in the data active = a potency from the dose series; inactive = the rest, 99 in 100 with inhibition below about 30%; note: strong numbers were not always called active
# MRP reversal cytotoxicity: also measured in MRP reversal; calls as there; viability, %; H69AR cells, CellTiter-Glo, 72 h; measured here: cytotoxicity without doxorubicin
# MRP reversal with doxorubicin: further read-out of MRP reversal, marked with its call; viability, %; measured here: viability with 2 uM doxorubicin; hits give low values
# IL1B NFkB inh cell count 2 µM: recorded beside IL1B NFkB inh, whose call it bears; cell count; measured here: cells passing quality filter;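 raw number of nuclei counted in each imaged well without normalization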
# IL1B NFkB pot cell count 2 µM: recorded beside IL1B NFkB pot, whose call it bears; cell count; measured here: cells passing quality filter
# Starred values were filed as active, the others as inactive; . = not tested or not shown. Not all compounds are listed, so the mix of outcomes need not match the whole.
# Sample of the layout (three entries):
SMILES,IL1B NFkB pot,IL1B NFkB pot cell count 2 µM,MRP reversal,MRP reversal cytotoxicity,MRP reversal with doxorubicin,Bcl-B TR3 displacers,IL1B NFkB inh,IL1B NFkB inh cell count 2 µM,PLAP inhibition
CCOC(=O)C1CCCN(Cc2cc(OC)c(O)c(OC)c2)C1 (stereo not drawn),.,.,-4,98,102,0%,.,.,15%
COc1ccc(C(=O)NCCn2cc(SCC(=O)NCc3ccco3)c3ccccc32)cc1,3,91,.,.,.,-4%,-3,91,-10%
CCOc1ccccc1NC(=O)COc1cccc(-n2cnnn2)c1,2,106,-8,100,108,-5%,-2,106,.

# This part in full, repeating the preview:
SMILES,IL1B NFkB pot,IL1B NFkB pot cell count 2 µM,MRP reversal,MRP reversal cytotoxicity,MRP reversal with doxorubicin,Bcl-B TR3 displacers,IL1B NFkB inh,IL1B NFkB inh cell count 2 µM,PLAP inhibition
CCOC(=O)C1CCCN(Cc2cc(OC)c(O)c(OC)c2)C1 (stereo not drawn),.,.,-4,98,102,0%,.,.,15%
COc1ccc(C(=O)NCCn2cc(SCC(=O)NCc3ccco3)c3ccccc32)cc1,3,91,.,.,.,-4%,-3,91,-10%
CCOc1ccccc1NC(=O)COc1cccc(-n2cnnn2)c1,2,106,-8,100,108,-5%,-2,106,.
Cc1ccc(C(=O)O)cc1-c1ccc(/C=C2/NC(=O)N(c3ccccc3)C2=O)o1,3,140,1,96,95,34%,-2,140,-33%
CCCCN(CCNP(=O)(OCC)OCC)CP(=O)(OCC)OCC,1,107,-18,70,88,-2%,-1,107,-40%
Cc1c(C)c2cc(Cl)c(O)c(CN3CCN(C)CC3)c2oc1=O,0,100,3,97,94,3%,0,100,2%
CCOC(=O)C1CCN(S(=O)(=O)c2ccc(-n3cnnn3)c(C)c2)CC1,3,76,13,103,89,4%,-3,76,-7%
Cc1cc(C)n2nc(C(=O)Nc3ccc(N4CCOCC4)cc3)nc2n1,11,79,5,101,96,0%,-11,79,-13%
Cn1c(Cc2csc(N)n2)nnc1SC/C=C/c1ccccc1,0,147,-2,82,85,-12%,0,147,-3%
CN1CCN(C(=O)C2(NC(=O)Nc3cccc(F)c3)CCCCC2)CC1,3,153,-5,90,95,0%,-2,153,-39%
Clc1ccccc1CSc1nc2ccncc2[nH]1,-24,150,0,72,71,0%,24,150,-171%
Cc1ccc(NC2=NCC(=O)N2CCc2ccccc2)cc1C,-4,144,-41,78,119,-2%,4,144,-39%
COc1ccc(S(=O)(=O)N2CCN(c3ccc4nnc(-c5ccc(F)cc5)n4n3)CC2)cc1,-13,167,23,72,49,-11%,13,167,-48%
O=c1c([N+](=O)[O-])cc(C(F)(F)F)cn1Cc1c(Cl)cccc1Cl,-8,130,.,.,.,5%,8,130,23%
Cn1nc(CC(=O)N2CCN(c3ccccc3)CC2)c2ccccc2c1=O,3,126,14,92,78,-4%,-3,126,-37%
Cc1sc(NC(=O)CSc2nc(N)n(CC(=O)c3ccccc3)n2)c(C#N)c1C,-1,128,4,87,83,-16%,1,128,-37%
Cn1c(=O)c2ncn(CC(=O)Nc3cccc(-c4nc5ccccc5s4)c3)c2n(C)c1=O,0,91,.,.,.,-6%,0,91,-18%
C=CCCC(=O)Nc1nc(C)c(-c2csc(Nc3ccc(Cl)cc3)n2)s1,2,136,.,.,.,-9%,-2,136,-5%
c1ccc(N2CCN(Cc3cn4cccnc4n3)CC2)cc1,5,71,8,101,92,10%,-5,71,13%
Nc1c(C(=O)NCc2ccco2)nnn1CC(=O)Nc1ccccc1,21,195,11,105,94,-4%,-21,195,-11%
O=C(NC1CCCC1)C(c1ccccc1)N(C(=O)c1ccco1)C1CCCC1 (stereo not drawn),-6,114,9,90,81,.,6,114,.
O=C(NC1CCN(C(=S)NCc2ccco2)CC1)c1ccc(F)cc1,3,145,.,.,.,.,-2,145,.
CCOc1ccc(C(=O)Nc2ccccc2N2CCCC2)cc1,2,147,-20,36,56,-3%,-2,147,5%
O=S(=O)(c1ccc(N2CCN(c3ccc(F)cc3)CC2)cc1)N1CCCC1,7,128,3,90,86,-14%,-7,128,14%
CC1(C)CC(=O)C(C=NCCN2CCN(C(=O)c3ccccc3)CC2)=C(O)C1,20,117,6,93,86,11%,-20,117,-35%
CCn1c(SCC(=O)Nc2ccccc2)nnc1-c1ccc(S(=O)(=O)N2CCOCC2)cc1,16,89,12,54,42,-4%,-16,89,-52%
Cc1c(C)n(Cc2ccccc2)c2ncnc(N)c12,-11,125,4,80,76,0%,11,125,-15%
CCc1nc(-c2ccc(C)nc2OC)no1,16,79,-11,87,98,-5%,-16,79,16%
CCC(C)(C)NC(=O)C(c1ccccc1)N(Cc1cccs1)C(=O)Cn1nnc2ccccc21 (stereo not drawn),-4,100,10,66,56,.,4,100,.
O=C1CC(C(=O)NCc2ccccc2)N=C(N2CCCCC2)N1 (stereo not drawn),6,157,0,91,91,2%,-6,157,-16%
Cc1cc(C)nc(N2CCC(C(=O)NCC3CCCCC3)CC2)n1,32,202,-9,93,103,-9%,-32,202,-1%
CCCc1noc(-c2ccc(-c3ccccc3)cc2)n1,-6,160,.,.,.,-10%,6,160,-4%
Cc1ccc(C)c(NC2=C(Cl)C(=O)OC2OC(=O)c2ccco2)c1 (stereo not drawn),27,197,-22,9,31,5%,-27,197,-1%
Cc1ccc(C)c(NC(=O)C2C(c3ccccc3)C2(Cl)Cl)c1 (stereo not drawn),.,.,.,.,.,-8%,.,.,5%
Cc1nc(SCCC(=O)O)c2ccccc2n1,.,.,10,94,84,1%,.,.,10%
Cc1ccc2cc(CN(CCN3CCOCC3)Cc3nnnn3Cc3ccco3)c(=O)[nH]c2c1C,31,180,0,69,69,8%,-31,180,-45%
CC(C)(C)n1nnnc1C(c1cccs1)N(Cc1cccnc1)Cc1ccccc1Cl (stereo not drawn),12,143,0,4,4,-2%,-12,143,-79%
Cc1ccc(C)c(-n2c(N)c(C(N)=O)sc2=S)c1,-5,114,14,96,82,-5%,5,114,.
CC(=O)Nc1cccc(C(=O)NC(C)c2ccc(S(N)(=O)=O)cc2)c1 (stereo not drawn),7,156,-13,83,95,15%,-7,156,19%
CCCC(=O)NCCc1cc2c(C)ccc(C)c2[nH]c1=O,0,77,10,87,77,2%,0,77,8%
CC1(c2ccccc2)NC(=O)N(CC(=O)NCCC2=CCCCC2)C1=O (stereo not drawn),27,153,10,87,78,-4%,-27,153,-6%
CC(Oc1ccccc1F)C(=O)Nc1ccc2ccccc2c1 (stereo not drawn),0,125,10,96,86,.,0,125,.
CCOC(=O)c1c(C)oc2c1c(C=NCC1CCCO1)c(O)c1ccccc12 (stereo not drawn),30,129,-11,26,37,-6%,-30,129,7%
CCCCOC(=O)C(C)Oc1ccc(=O)n(-c2ccccc2)n1 (stereo not drawn),-4,207,-29,60,90,-9%,4,207,8%
COc1cc(C)nc(Oc2ccc(=O)[nH]n2)n1,.,.,4,99,95,0%,.,.,2%
CC(C)c1nc(SCC(=O)N2c3ccccc3CC2C)c2ccccc2n1 (stereo not drawn),.,.,.,.,.,-9%,.,.,-31%
O=C1CC(c2ccccc2)CCc2sccc2N1 (stereo not drawn),3,166,2,99,97,11%,-3,166,6%
O=C(OCc1ccc2c(c1)OCO2)c1ccc(S(=O)(=O)N2CCCC2)cc1,2,114,-4,100,104,-2%,-2,114,17%
COCC(C)NCc1cccc([N+](=O)[O-])c1 (stereo not drawn),2,127,.,.,.,0%,-2,127,8%
Cc1ccc(S(=O)(=O)NCCNC(=O)c2ccccc2)cc1,.,.,10,92,81,-4%,.,.,-2%
O=C1c2ccccc2C(=O)N1CCn1c(=O)oc2ccccc21,-6,97,6,89,83,6%,6,97,-3%
CCOC(=O)C1=Nc2ccccc2C1=[N+]=[N-],.,.,-33,54,87,5%,.,.,7%
Cc1cc(C)nc(N(C#N)CCOc2ccccc2)n1,0,149,11,89,78,-3%,0,149,14%
COc1ccc(C(=O)Nc2ccc(S(=O)(=O)NC(C)C)cc2)cc1,6,139,0,98,98,-2%,-6,139,21%
O=C(CSc1nnc(C2CC2)n1-c1ccccc1)NCCc1ccc(F)cc1,-9,193,2,95,93,-13%,9,193,1%
O=C(Cn1nnc(-c2ccc(CN3CCOCC3)cc2)n1)N1CCCc2ccccc21,4,87,31,99,68,5%,-4,87,-56%
Cc1ccc(C(=O)NCCc2csc(-c3cccnc3)n2)cc1,10,172,13,78,65,-4%,-10,172,-12%
CCCCN(CC)C(=O)c1cc2cc3ccc(OC)cc3nc2o1,.,.,-10,67,77,9%,.,.,6%
COC(=O)c1c(NC(=O)c2ccccc2)sc2c1CC(C)(C)OC2,2,52,-14,36,49,7%,-2,52,6%
COc1ccc(C(=O)Nc2c(Cl)cc(Cl)cc2C(=O)NCCN2CCOCC2)cc1,34,158,2,87,85,.,-34,158,.

# Full records as entered above. Order of screens: IL1B NFkB pot	IL1B NFkB pot cell count 2 µM	MRP reversal	MRP reversal cytotoxicity	MRP reversal with doxorubicin	Bcl-B TR3 displacers	IL1B NFkB inh	IL1B NFkB inh cell count 2 µM	PLAP inhibition
# O=C(CSc1nnc(C2CC2)n1-c1ccccc1)NCCc1ccc(F)cc1 is entered as -9	193	2	95	93	-13%	9	193	1%
# COCC(C)NCc1cccc([N+](=O)[O-])c1 (stereo not drawn) is entered as 2	127	.	.	.	0%	-2	127	8%
# Cc1ccc(S(=O)(=O)NCCNC(=O)c2ccccc2)cc1 is entered as .	.	10	92	81	-4%	.	.	-2%
# O=C(Cn1nnc(-c2ccc(CN3CCOCC3)cc2)n1)N1CCCc2ccccc21 is entered as 4	87	31	99	68	5%	-4	87	-56%
# CC1(c2ccccc2)NC(=O)N(CC(=O)NCCC2=CCCCC2)C1=O (stereo not drawn) is entered as 27	153	10	87	78	-4%	-27	153	-6%

# Following part.
SMILES,IL1B NFkB pot,IL1B NFkB pot cell count 2 µM,MRP reversal,MRP reversal cytotoxicity,MRP reversal with doxorubicin,Bcl-B TR3 displacers,IL1B NFkB inh,IL1B NFkB inh cell count 2 µM,PLAP inhibition
Cn1nc(C(F)(F)F)c(C(=O)Nc2ccc(F)cc2F)c1Sc1ccc(C(F)(F)F)cc1,3,137,.,.,.,-2%,-3,137,-4%
Cc1cc2oc(=O)cc(CN3CCN(Cc4ccccc4)CC3)c2cc1Cl,27,146,13,87,74,3%,-27,146,-45%
O=C(N1CCOCC1)N1CCN(c2ccccc2)CC1,-22,171,1,88,88,-6%,22,171,-4%
CCOCCn1c(CN2CCC(Cc3ccccc3)CC2)nc2c1c(=O)n(C)c(=O)n2C,22,138,34,59,25,3%,-22,138,-38%
CCCc1nc2ccccc2n1CCOC,6,61,2,91,90,-3%,-6,61,-4%
C=CCN1C(=O)C(O)(CC(=O)c2ccccc2)c2ccccc21 (stereo not drawn),-2,87,-5,99,104,-9%,2,87,3%
COC(=O)NNC(=O)c1ccc(C)cc1,7,190,.,.,.,-5%,-7,190,-2%
Cc1ccc(NC2=NCC(=O)N2Cc2ccccc2)c(C)c1,-3,126,-20,94,113,.,3,126,.
COc1cc(C2Nc3ccc4ncccc4c3C3=C2C(=O)CC(C)(C)C3)cc(OC)c1O (stereo not drawn),-10,153,-1,78,79,16%,10,153,-76%
N#Cc1c(N)n(CCOC(=O)c2cccc([N+](=O)[O-])c2)c2nc3ccccc3nc12,0,202,.,.,.,-15%,0,202,-2%
Cc1ccc(OCCNS(=O)(=O)c2cccs2)cc1,-5,149,-4,98,102,-46%,5,149,48%
c1ccc(Cn2nnnc2CN2CCCC2)cc1,18,120,-8,82,89,.,-18,120,.
COc1ccc(C(=O)Nc2cccc(C)c2)cc1S(=O)(=O)N1CCOCC1,-5,93,8,90,82,-3%,5,93,6%
COc1ccc(CC(=O)Nc2ccc(-c3nnc(-c4ccc(C)cc4)o3)cc2)cc1,3,133,-1,2,4,.,-3,133,.
Cc1ccccc1NC(=O)C1CCCN(S(=O)(=O)c2cccc3cccnc23)C1 (stereo not drawn),-14,56,12,84,73,6%,14,56,12%
CCCCP(=O)(CCCC)Cc1ccccc1,7,94,3,102,99,-6%,-7,94,9%
COc1ccccc1-n1c(-c2cccnc2)n[nH]c1=S,35,136,0,85,84,-1%,-35,136,15%
COCCCn1c(SCC(=O)Nc2ccc(C(=O)OC)cc2)nc2ccccc2c1=O,3,123,5,92,87,3%,-3,123,6%

# Screens (PubChem)
